# RORg inh = inhibitors of mouse ROR gamma transcriptional activity | P51450 | hit rate 5.4% among 310,000 | AID 2551 | Potency, µM (series often up to 53.6 µM), inactives show at the top dose activity change, negative = inhibition, actives largely listed as inhibitors | Drosophila S2 Gal4-RORgamma UAS-luciferase reporter, 20 h; note: potency is the fitted concentration of half-maximal effect; % is set by controls: 0 for no effect and ±100 for the full control effect; nearly all actives have a fitted effect of over 60% in size
#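 A Gal4/UAS one-hybrid system in insect cells: metallothionein-promoter Gal4–ROR gamma fusion plus Photinus luciferase reporter. Copper sulfate 700 uM final, 20 hr ambient incubation, luminescent detection after 10 min with reagent.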
# FLuc counter = firefly luciferase modulation, counter-screen for miR-21 project; P08659; Potency, µM (highest dose often 57.5 µM), inactives show at the highest dose activity change, negative = inhibition, usual class: inhibitors; hit rate 6.9% among 360,000; purified FLuc, Km substrates, luminescence inhibition; AID 588342;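 note: potency is the fitted concentration of half-maximal effect; plate controls were vehicle for no effect and reference inhibitor for full effect; nearly all actives have a fitted effect of over 55% in size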
# Target sequence (P08659 whole entry, looked up): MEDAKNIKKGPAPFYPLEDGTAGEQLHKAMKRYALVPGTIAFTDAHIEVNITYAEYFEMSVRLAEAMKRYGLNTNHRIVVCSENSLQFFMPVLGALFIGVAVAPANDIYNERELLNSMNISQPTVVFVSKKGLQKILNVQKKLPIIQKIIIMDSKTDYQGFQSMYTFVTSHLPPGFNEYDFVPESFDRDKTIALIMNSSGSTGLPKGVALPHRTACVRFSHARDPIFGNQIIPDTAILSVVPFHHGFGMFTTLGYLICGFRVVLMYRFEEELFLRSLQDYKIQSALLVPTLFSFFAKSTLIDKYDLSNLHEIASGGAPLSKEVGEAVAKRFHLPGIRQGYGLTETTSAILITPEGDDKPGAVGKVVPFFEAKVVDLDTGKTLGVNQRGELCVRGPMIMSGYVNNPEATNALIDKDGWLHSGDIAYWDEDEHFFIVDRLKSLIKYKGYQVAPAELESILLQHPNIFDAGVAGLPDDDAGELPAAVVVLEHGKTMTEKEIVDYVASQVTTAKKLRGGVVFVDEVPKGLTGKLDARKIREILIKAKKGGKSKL
#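 Biochemical qHTS of compounds, final roughly 60 µM downward over six points, against 10 nM purified firefly luciferase using Km concentrations of substrates (10 uM D-luciferin, 10 uM ATP) in Tris acetate pH 7.5 buffer; luminescence output.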
# uPA generation = cell surface uPA generation inhibition | cell surface uPA generation assay, qHTS | Potency, µM (top dose mostly 38.3 µM), without a hit: at the highest dose activity change, negative = inhibition, most hits filed as inhibitors | hit rate 0.31% among 330,000; active = well fitted inhibition curve with a large enough effect; inconclusive = small, poorly fitted or top-dose-only effect; inactive = no such curve, though single readings can be large or run the other way; tested in mouse RAW 264.7 cells; note: potency is the fitted concentration of half-maximal effect; % is set by controls: 0 for no effect and ±100 for the full control effect; nearly all actives have a fitted effect of over 55% in size
# FBPA coupling cs = inhibits coupling enzyme system, counter-screen for aldolase hits. coupling enzyme system counterscreen, AmpLite Red fluorescence. activity change, negative = inhibition, % at 58.2 µM, hits read low. hit rate 0.67% among 290,000; in the data active = activity change below about -30%; note: % is set by controls: 0 for no effect and ±100 for the full control effect
#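 First, compound is pin-transferred into glyceraldehyde-3-phosphate coupling-enzyme reagent at 57.5 uM final and held 10 min at RT. Next, substrate, coupling system and AmpLite Red are added. After 20 min RT, fluorescence (525/598 nm) is read.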
# Tb PFK inh = T. brucei PFK enzyme inhibition. T. brucei PFK, ADP-Glo luminescence. Potency, µM (top dose mostly 57.5 µM), inactives show at the highest dose activity, negative = inhibition, usual class: inhibitors. hit rate 0.17% among 330,000. AID 485367;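 note: potency is the fitted concentration of half-maximal effect; 0% = uninhibited 1x PFK enzyme wells and -100% = no-enzyme wells; nearly all actives have a fitted effect of over 60% in size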
#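 Activity is normalized to no-enzyme wells (full inhibition) and 1.25 nM enzyme wells (no inhibition). Reaction: 0.5 mM F6P, 0.1 mM ATP, 45 min RT, ADP-Glo luminescence; concentration-response curves fitted and classed by quality.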
# ELG1 genotoxic = genotoxicity induction in ELG1-luciferase HEK293T cells; HEK293T ELG1-luciferase reporter, luminescence, 16 h; Potency, µM (series often up to 46 µM), without a hit: at the highest dose activity change, positive = activation, usual class: activators; hit rate 1.3% among 330,000; AID 504466; note: potency is the fitted concentration of half-maximal effect; % of control where 0% means no effect; nearly all actives have a fitted effect of over 60% in size
#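 Reporter readout depends on ELG1 protein level, which increases with genetic stress. After 16 hr compound exposure at 37 °C, luciferase activity was quantified using ONE-Glo.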
# Rab9 prom act = Rab9 promoter activation. AID 485297. hit rate 2.8% among 320,000. Potency, µM (doses to about 9.22 µM), without a hit: at the top dose activation, negative = inhibition, most hits filed as activators. Huh7 Rab9 promoter-luciferase reporter, luminescence, 24 h; note: potency is the fitted concentration of half-maximal effect; % of control where 0% means no effect; nearly all actives have a fitted effect of over 60% in size
#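 Rab9 promoter-driven luciferase in stably transfected Huh7 cells; 1500 cells/well rested 2 h, exposed to compound in DMSO for 24 h at 37 °C, 5% CO2. Luminescence read 10 min after adding luciferase reagent at ambient temperature.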
# KCNH2 3.1 inh = inhibitors of human KCNH2 3.1 potassium channel isoform; U2OS KCNH2 3.1, thallium flux FluxOr; hits give low values; activity change, % (tested at about 1.8 µM); hit rate 0.95% among 340,000; AID 720553;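 active = maximum activity change below -70%; inconclusive = maximum activity change from -70% to -50%; inactive = maximum activity change above -50%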;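 note: thallium influx rate constant from kinetic fluorescence after stimulation buffer; % is set by controls: 0 for no effect and ±100 for the full control effect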
#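 Channel expression came from 3.1 mutant virus (1.77 x 10^8 /mL) applied to suspended U2OS cells for 4 h. Flux was tracked with FluxOr dye plus Red40 quencher, and kinetic rate constants normalized to controls.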
# Giardia killer = Giardia lamblia killing | Giardia lamblia trophozoite viability | activity change, % at 7.66 µM, hits read low | hit rate 0.15% among 340,000 | AID 540267; in the data active = activity change below about -80%; inconclusive = between about -30% and that limit;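 note: parasites exposed to compound for two days anaerobically before the ATP read; % is set by controls: 0 for no effect and ±100 for the full control effect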
#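 Luminescence from cellular ATP indicates surviving trophozoites (100 cells/well) following 48 hrs anaerobic compound treatment at 37 deg C; signal develops 15-30 min at room temperature.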
# NPC1 promoter act = NPC1 promoter activation. hit rate 2.4% among 320,000. Huh7 NPC1 promoter luciferase reporter, 24 h. AID 485313. Potency, µM (top dose mostly 9.22 µM), without a hit: at the top dose activation, actives largely listed as activators;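 note: potency is the fitted concentration of half-maximal effect; % of control where 0% means no effect; nearly all actives have a fitted effect of over 60% in size; reporter is driven by a mutant NPC1 promoter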
#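 In 1536-well qHTS, Huh7 cells harboring an NPC1 promoter–luciferase construct received compound for 24 h; activation was quantified by luminescence following luciferase reagent addition.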
# Gal4-VP16 FLuc = counter-screen for ROR gamma inhibitors: Gal4-VP16 reporter. Drosophila S2 Gal4-VP16 UAS-luciferase, luminescence, 20 h. Potency, µM (doses to about 53.6 µM), without a hit: at the highest dose activity, negative = inhibition, actives largely listed as inhibitors. hit rate 3.5% among 310,000;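 note: Gal4-VP16 expression switched on by copper sulfate through the metallothionein promoter; potency is the fitted concentration of half-maximal effect; % is set by controls: 0 for no effect and ±100 for the full control effect; nearly all actives have a fitted effect of over 50% in size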
# * marks the source's active call; other numbers are inactive results; ? = inconclusive; nt = not tested or not shown; & = joins results of further samples. Unless noted, calls come from the whole dose curve; as a rule, active = well fitted curve in the direction sought with a large enough effect; inconclusive = small, poorly fitted or top-dose-only effect, or another doubt; inactive = no such curve, though single readings can be large; an effect the other way counts as inactive or inconclusive.
1	CN(C)S(=O)(=O)c1cc(NC(=O)c2cc(=O)[nH]c3ccccc23)ccc1Cl
2	CCc1cccc(CC)c1NC(=S)NCC(c1cccnc1)N1CCOCC1 (stereo not given)
3	COc1ccc2c(c1)CCc1c(C(=O)N3CCCc4ccccc43)noc1-2
4	Cc1ccc(NC(=O)c2nc[nH]c2C(=O)N[C@@H](C)c2ccccc2)cc1
5	CCOc1cc2c(cc1/C=C(/C#N)c1ccc(C(=O)O)cc1)OCO2
6	CC1CCOC2(O1)C(=O)Nc1ccccc12 (stereo not given)
7	COc1ccc(S(=O)(=O)NC2CC3CCC2C3)cc1Br (stereo not given)
8	CC(C)(C)c1ccc(C(=O)NC(=S)N2CCCCCC2)cc1
9	O=C(O)C1CC(=O)N(c2ccc(OCc3ccc(Br)cc3)cc2)C1 (stereo not given)
10	Cc1ccc(NC(=O)CCNS(=O)(=O)c2cccc3nonc23)cc1Cl
assay / entry	1	2	3	4	5	6	7	8	9	10
RORg inh	0.8%	?	?	1.12µM*	6.0%	2.9%	7.7%	0.282µM*	8.3%	29.2%
FLuc counter	-6.0%	-1.9%	13.5µM*	3.2%	?	-0.8%	-1.0%	?	?	0.5%&3.6%
uPA generation	nt	1.2%	nt	-12.7%	2.5%	1.0%	20.9%	-25.0%	2.8%	-0.2%
FBPA coupling cs	-4.1	2.3	1.9	-4.4	17.4	-0.4	2.1	nt	7.5	0.3
Tb PFK inh	1.1%	10.9%	-0.9%	-2.1%	-3.3%	-2.6%	0.7%	-0.8%	-3.1%	-2.6%
ELG1 genotoxic	4.4%	-0.8%	?	-4.1%	5.4%	3.4%	0.3%	-9.0%	-2.8%	-5.1%
Rab9 prom act	5.9%	0.2%	7.4%	-2.6%	1.3%	4.8%	1.6%	-9.0%	1.1%	-0.4%
KCNH2 3.1 inh	nt	4.8	0.9	-5.7	-4.8	9.7	-1.3	0.9	3.6	-6.0
Giardia killer	nt	4.6	-4.6	19.4	9.9	8.1	-7.3	3.7	-3.7	2.8
NPC1 promoter act	-2.8%	-5.2%	13.6%	-0.1%	-0.6%	-0.2%	1.7%	-2.0%	-1.0%	-1.3%
Gal4-VP16 FLuc	0.5%	-15.2%	-14.4%	3.16µM*	1.7%	-6.7%	0.1%	0.501µM*	-5.2%	-1.6%

# Three compounds out of the list above, ordered by their value in uPA generation, smallest number first:
entry | structure | uPA generation
6 | CC1CCOC2(O1)C(=O)Nc1ccccc12 (stereo not given) | 1.0%
2 | CCc1cccc(CC)c1NC(=S)NCC(c1cccnc1)N1CCOCC1 (stereo not given) | 1.2%
9 | O=C(O)C1CC(=O)N(c2ccc(OCc3ccc(Br)cc3)cc2)C1 (stereo not given) | 2.8%

# Following part
11	CCN(CC)S(=O)(=O)c1ccc(C)c(NS(=O)(=O)c2cc(/C=C/C(=O)O)cc(OC)c2OC)c1
12	CCCc1cc(=O)[nH]c(Nc2ccc(Cl)cc2)n1
13	O=C(Cc1cccc2ccccc12)Nc1ccc(N2CCOCC2)cc1
14	CCN(CC)CCN(C(=O)c1ccc(S(=O)(=O)N(C)C2CCCCC2)cc1)c1nc2c(C)cccc2s1
15	COc1ccccc1CN1CCSCC1
16	CN1CCN(c2ccc(Cl)cc2NC(=O)C2COc3ccccc3O2)CC1 (stereo not given)
17	Cc1nnc(SCC(=O)NCc2ccc3c(c2)OCO3)s1
assay / entry	11	12	13	14	15	16	17
RORg inh	-30.4%	40.8%	4.8%	0.9%	18.3%	0.1%	-10.8%
FLuc counter	?	-9.2%	-17.3%	4.4%	-0.7%	-2.1%	7.6%
uPA generation	-1.6%	3.1%	-3.6%	12.6%	9.7%	-3.1%	10.8%
FBPA coupling cs	7.6	2.2	-10.6	-0.6	0.1	-11.5	5.3
Tb PFK inh	0.6%	-7.5%	-4.0%	3.5%	2.9%	0.4%	0.8%
ELG1 genotoxic	-0.1%	-16.1%	-0.6%	-9.1%	-0.2%	-7.9%	-3.2%
Rab9 prom act	1.6%	1.8%	0.5%	-0.9%	9.2%	14.6%	-4.8%
KCNH2 3.1 inh	1.0	-8.6	1.5	1.9	-11.2	-10.3	-22.5
Giardia killer	-5.7	-10.2	-15.4	-2.1	1.3	-0.4	-9.9
NPC1 promoter act	-9.4%	3.0%	3.2%	-2.4%	-2.0%	5.8%	-3.8%
Gal4-VP16 FLuc	-3.6%	2.3%	2.6%	-4.7%	11.6%	-0.4%	-0.4%

# Some of the entries above, set out differently.
# Each structure is followed by: RORg inh, FLuc counter, uPA generation, FBPA coupling cs, Tb PFK inh, ELG1 genotoxic, Rab9 prom act, KCNH2 3.1 inh, Giardia killer, NPC1 promoter act, Gal4-VP16 FLuc
[11] CCN(CC)S(=O)(=O)c1ccc(C)c(NS(=O)(=O)c2cc(/C=C/C(=O)O)cc(OC)c2OC)c1
    -30.4%, ?, -1.6%, 7.6, 0.6%, -0.1%, 1.6%, 1.0, -5.7, -9.4%, -3.6%
[12] CCCc1cc(=O)[nH]c(Nc2ccc(Cl)cc2)n1
    40.8%, -9.2%, 3.1%, 2.2, -7.5%, -16.1%, 1.8%, -8.6, -10.2, 3.0%, 2.3%
[13] O=C(Cc1cccc2ccccc12)Nc1ccc(N2CCOCC2)cc1
    4.8%, -17.3%, -3.6%, -10.6, -4.0%, -0.6%, 0.5%, 1.5, -15.4, 3.2%, 2.6%
[14] CCN(CC)CCN(C(=O)c1ccc(S(=O)(=O)N(C)C2CCCCC2)cc1)c1nc2c(C)cccc2s1
    0.9%, 4.4%, 12.6%, -0.6, 3.5%, -9.1%, -0.9%, 1.9, -2.1, -2.4%, -4.7%
[15] COc1ccccc1CN1CCSCC1
    18.3%, -0.7%, 9.7%, 0.1, 2.9%, -0.2%, 9.2%, -11.2, 1.3, -2.0%, 11.6%

# Hits appear at their usual frequency; 14% or so of the library scored in one or more.
